Source: PubChem (several laboratories)
NSD2 HMT inh: inhibitors of human histone methyltransferase NSD2; AID 743445; NSD2 peptide methylation, AlphaScreen, 120 min; inhibition, % at 12.5 µM; O96028; 310,000 tested, 0.54% active; in the data active = inhibition above about 50%
Target sequence (O96028 whole entry, looked up): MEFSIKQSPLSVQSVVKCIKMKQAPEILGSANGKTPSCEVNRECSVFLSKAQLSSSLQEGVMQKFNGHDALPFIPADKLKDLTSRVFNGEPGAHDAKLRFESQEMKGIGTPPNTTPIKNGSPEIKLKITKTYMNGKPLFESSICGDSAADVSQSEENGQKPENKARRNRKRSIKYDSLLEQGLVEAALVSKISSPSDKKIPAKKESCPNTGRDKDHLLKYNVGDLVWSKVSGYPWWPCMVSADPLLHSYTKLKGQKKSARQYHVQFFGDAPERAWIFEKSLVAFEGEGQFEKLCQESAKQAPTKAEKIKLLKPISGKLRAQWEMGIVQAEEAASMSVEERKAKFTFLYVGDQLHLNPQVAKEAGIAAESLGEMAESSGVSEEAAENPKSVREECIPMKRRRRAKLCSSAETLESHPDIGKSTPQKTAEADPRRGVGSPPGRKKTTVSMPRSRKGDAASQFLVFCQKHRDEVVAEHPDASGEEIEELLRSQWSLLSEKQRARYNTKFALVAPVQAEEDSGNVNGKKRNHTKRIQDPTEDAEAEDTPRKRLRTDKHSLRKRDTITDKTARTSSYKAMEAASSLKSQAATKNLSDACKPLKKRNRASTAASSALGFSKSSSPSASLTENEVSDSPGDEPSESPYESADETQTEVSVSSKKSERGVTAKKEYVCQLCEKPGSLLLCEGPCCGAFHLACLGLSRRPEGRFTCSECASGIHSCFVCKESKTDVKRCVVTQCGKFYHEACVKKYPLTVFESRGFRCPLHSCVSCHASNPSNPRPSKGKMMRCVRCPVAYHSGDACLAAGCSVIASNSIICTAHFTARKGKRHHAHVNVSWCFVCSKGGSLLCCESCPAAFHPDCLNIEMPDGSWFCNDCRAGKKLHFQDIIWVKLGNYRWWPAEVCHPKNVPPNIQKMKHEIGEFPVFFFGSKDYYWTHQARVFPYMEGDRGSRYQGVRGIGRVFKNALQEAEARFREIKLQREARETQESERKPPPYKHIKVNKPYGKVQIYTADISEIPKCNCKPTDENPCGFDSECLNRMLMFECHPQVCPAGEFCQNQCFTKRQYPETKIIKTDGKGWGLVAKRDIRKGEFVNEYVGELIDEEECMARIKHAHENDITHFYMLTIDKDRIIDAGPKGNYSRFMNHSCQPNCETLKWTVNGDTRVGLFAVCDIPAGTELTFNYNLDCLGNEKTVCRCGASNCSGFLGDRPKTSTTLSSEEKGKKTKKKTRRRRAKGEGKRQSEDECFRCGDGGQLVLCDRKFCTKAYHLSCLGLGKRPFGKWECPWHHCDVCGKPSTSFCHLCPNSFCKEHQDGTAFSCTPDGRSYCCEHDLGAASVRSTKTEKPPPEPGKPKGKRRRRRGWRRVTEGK
SR-BI DiI inh: inhibitors of mouse SR-BI mediated HDL lipid uptake; ldlA[mSR-BI] CHO cells, DiI-HDL uptake fluorescence, 3 h; inhibition, % at 12.5 µM; 320,000 tested, 0.96% active; AID 488896;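 active = mean replicate inhibition of at least 70% and a set share of replicates each scoring 70 or more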;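 also: 0% = median of neutral control wells and 100% = median of positive control wells; values of inactives mirror those of a sister screen read the other way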
PvdQ acylase: P. aeruginosa PvdQ acylase inhibition; purified PvdQ acylase, fluorescence plate reader; inhibition, % at 10 µM; 340,000 tested, 0.063% active; in the data active = inhibition above about 30%, passing the limit was not always enough;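 also: 0% = vehicle neutral wells and 100% = reference inhibitor wells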
MITF act: increases MITF-driven TRPM1 promoter luciferase signal | SK-MEL-5 TRPM1-promoter luciferase, 24 h; % of positive control, neutral wells = 0 | activation, % at 12.5 µM | 300,000 tested, 0.75% active;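 active = mean activation of at least 80% with every replicate also reaching 80%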;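 also: 0% = neutral control wells and 100% = parthenolide positive control wells; values of inactives mirror those of a sister screen read the other way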
CDK5 inh: blocks human CDK5/p35 kinase activity; Q00535+Q15078; AID 488839; Recombinant CDK5/p35, ADP-Glo luminescence, 60 min; 330,000 tested, 0.01% active; inhibition, % at 10 µM;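 active = highest replicate inhibition of at least 50% and at least 75% of replicates reaching 50%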;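 also: plate controls were DMSO neutral control for no effect and GW8510 at 10 µM for full effect; many of its hits are not listed in these tables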
Wnt bcat act: activates Wnt/beta-catenin signaling in a reporter cell assay; activator, plate reader; activation, % at 9.35 µM; 300,000 tested, 1.2% active; AID 743398; in the data active = activation above about 30%, passing the limit was not always enough;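 also: 0% = neutral control wells and 100% = positive control wells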
HTR5A inv ag: counter-screen for OPRM1-OPRD1 inverse agonists: human HTR5A inverse agonism | HTR5A cell line, luminescence | 340,000 tested, 0.083% active | P47898 | inhibition, % at 9.3 µM | AID 504634; in the data active = inhibition mostly above about 23%, no sharp cut-off; inactive = mostly below about 18%;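 also: 0% = cells with DMSO and 100% = no-cell wells with DMSO; some compounds called inactive have numbers as strong as hits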
HTR5A ag: counter-screen for OPRM1-OPRD1 agonists: human HTR5A agonism | P47898 | HTR5A agonist assay, luminescence, cell-based | activation, % at 9.3 µM | 340,000 tested, 0.61% active | AID 504692; in the data active = activation mostly above about 9.5%, no sharp cut-off; inactive = mostly below about 7.6%;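 also: 0% = cells with vehicle only and 100% = reference agonist; strong numbers were not always called active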
V-ATPase pHluor: alters yeast V-ATPase proton transport; response, % at 10 µM; 350,000 tested, 0.37% active; S. cerevisiae, pHLuorin cytosolic pH fluorescence; in the data active = response mostly above about 7.3%, no sharp cut-off; inactive = mostly below about 5.4%; also: actives read high; inactives centre near 0; some compounds called inactive have numbers as strong as hits; reference of the scale not given here
dFosB activator: enhances mouse delta FosB homodimer DNA binding; P13346; purified delta FosB, TAMRA-CDK5 oligo fluorescence polarization; percent of positive-control signal above neutral wells; activation, % at 25 µM; 340,000 tested, 0.99% active; AID 493131;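 active = mean activation above about 17%, with every replicate also reaching it, limit read from the data, passing the limit was not always enough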;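 also: fluorescence polarization rise as delta FosB binds a TAMRA Cdk5 AP-1 oligo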
An asterisk follows results filed as active; . = not tested or not shown; & = joins results of further samples.

SMILES	NSD2 HMT inh	SR-BI DiI inh	PvdQ acylase	MITF act	CDK5 inh	Wnt bcat act	HTR5A inv ag	HTR5A ag	V-ATPase pHluor	dFosB activator
COc1ccc(C(CC(=O)O)c2cc(OC)c(OC)c(OC)c2)cc1OC (centres undefined)	-1	-430	-12	4	0.7	-2	-6	2	6	-6
O=c1c2ccccc2cnn1Cc1ccc(Br)cc1F	-2	.	-3	14	1.5	0	-15	5	1	-7
COc1ccc(C(=O)N/C(=C\c2ccc([N+](=O)[O-])cc2)C(=O)NC(CCSC)C(=O)O)cc1 (centres undefined)	1	-8	-16	14	1.6	-3	8	-3	-6	-5
Cc1ccc(NC2=NCC(=O)N2CCc2ccccc2)cc1C	1	-13	-1	6	-0.6	.	25	-4	0	3
CCOC(=O)C1C(=O)C=C(c2ccc(C)cc2)CC1c1ccccc1 (centres undefined)	-9	8	-8	2	-0.2	-4	0	0	2	-13
O=C(O)C1CCC(Cn2c(SCc3cc(=O)n4cc(Cl)ccc4n3)nc3ccsc3c2=O)CC1 (centres undefined)	10	-27	-8	8	1.2	1	-2	6	-1	-4
CCc1ccccc1N(C(=O)c1snc(C(N)=O)c1N)C(C(=O)NCC1CCCO1)c1ccc(C)o1 (centres undefined)	-2	-9	-11	-13	-0.3	-2	9	2	-1	-25
COc1ccc(S(=O)(=O)N2CCN(C(=O)CSC(=S)N3CCCC3)CC2)cc1	3	-6	-22	-9	0.0	-2	-16	7	3	-2
Cc1ccc(N/N=C(/Sc2nnnn2-c2ccccc2)C(=O)c2ccccc2)cc1	4	-8	5	1	1.4	1	-2	7	1	-2
CN(CC(=O)NCCCN1CCOCC1)S(=O)(=O)c1ccc(Cl)cc1	1	-14	0	11	-0.1	-1	4	-1	0	-3
CC(NCc1cccnc1)c1ccccc1 (centres undefined)	3	-37	-2	.	3.4	1	-26	7	4	7
CCn1cc(C(=O)NCCc2ccccc2)c(=O)c2cc(F)c(N3CCN(C)CC3)cc21	4	8	1	18	2.1	8	-29	3	5	-8
CCc1cccc(C)c1N1C(=O)CC(C)(C)CC1=O	-6	-2	-10	-6	-3.2	5	10	-4	5	5
O=C(N/N=C/c1ccc(Cl)cc1)C(=O)N1CCCCCC1	-1	26	-5	6	0.9	0	-5	2	0	-5
NC(=O)CCC1NC(=S)N(Cc2ccccc2)C1=O (centres undefined)	-3	-9	-11	3	2.3	-1	7	-3	-4	-1
CCOC(=O)NC1(C(F)(F)F)NC(=O)N(c2cccc(C(F)(F)F)c2)C1=O (centres undefined)	-1	-17	-12	3	0.2	.	0	4	0	-4
C#CCN1C(C)=CC(=O)[C@@H](O)[C@H]1c1ccccc1Br	.	6	-14	-1	0.7	-1	0	0	0	-4
COc1ccc(/C=C(/NC(=O)c2ccco2)C(=O)NCCc2ccccc2)cc1	-1	-23	-2	-2	-1.2	0	-10	0	-1	-13
CCCCN(CCNP(=O)(OCC)OCC)CP(=O)(OCC)OCC	2	-21	3	-2	-0.7	.	7	-2	-2	3
CC1CC(C)CN(CCCNC(=O)c2ccc3nc(N4CCOCC4)sc3c2)C1 (centres undefined)	.	-7	-3	.	0.4	0	8	-3	0	1
Cc1ccc(S(=O)(=O)c2ccc(NC(=O)c3c(F)cccc3F)cc2)cc1	-2	.	-9	-3	0.0	0	6	-2	-1	-6
COc1ccc(/C=C/C(=O)O)cc1COc1cccc(C)c1	0	10	18	-2	0.5	.	-15	-1	-1	-1
Cc1csc(=Nc2c(C)n(C)n(-c3ccccc3)c2=O)n1Cc1ccccc1	2&4	-4	-11&1	-1&-9	-2.6&-0.6	-2	16&-17	-4&7	3&5	-8&-2
COc1ccc(C(=O)Nc2cc3c(cc2C(=O)O)OCCCO3)c(OC)c1	0	.	-11	-1	1.6	0	0	0	-1	-5
CS(=O)(=O)c1ccc(Cl)c(NC(=O)COC(=O)CNC(=O)c2ccc3ccccc3c2)c1	-1	-19	3	4	0.9	-2	3	1	-5	-17
SMILES	NSD2 HMT inh	SR-BI DiI inh	PvdQ acylase	MITF act	CDK5 inh	Wnt bcat act	HTR5A inv ag	HTR5A ag	V-ATPase pHluor	dFosB activator
CCN1C(=O)[C@H]2[C@@H](c3ccc(C)cc3)N3C(=O)N(c4ccccc4)C(=O)[C@@]3(Cc3ccc(Cl)cc3)[C@H]2C1=O	.	-28	4	12	0.0	.	12	6	1	0
CCN(CC)CCN1C(=O)C(=O)/C(=C(/O)c2ccc(S(=O)(=O)N3CCOCC3)cc2)C1c1ccc(Cl)cc1 (centres undefined)	3	.	-2	.	1.8	-3	4	-1	2	-9
COc1ccc(NC(C)=O)cc1S(=O)(=O)N1CCN(C(=O)c2ccccc2F)CC1	1	-35	-1	-7	-0.2	-2	-16	5	0	5
CC(=O)N1CCOc2ccc(S(=O)(=O)N3CCC(C(=O)Nc4ccc(C)cc4C)CC3)cc21	0	-8	-8	-1	-4.0	-3	6	-3	2	-13
COc1ccc(OC)c(S(=O)(=O)N2CCCC(C(=O)NCc3ccccn3)C2)c1 (centres undefined)	-2	.	-9	1	-6.2	-1	4	-1	-1	-6
O=C(Cn1ncc(Cl)c(Cl)c1=O)NC(=O)NC1CCCCC1	3	-13	-11	.	-0.8	0	5	-1	0	-12
CN(C)Cc1c(O)ccc2oc(Cc3ccccc3)cc12	0	-19	-10	19	-0.6	.	15	4	-2	1
COc1ccc(C(CNC(=O)CNC(=O)c2cccc(Cl)c2)N2CCCC2)cc1 (centres undefined)	1	-1	-4	14	0.8	2	-1	1	-1	7
CCc1cc2c(=O)c(-c3nc4ccccc4[nH]3)coc2cc1OC(=O)N1CCOCC1	0	27	-10	17	-0.7	13	1	0	-2	-18
CCN(CC)C(=O)CSc1n[nH]c(=S)n1N	.	5	-13	9	-1.5	0	-14	5	-6	4
CC(=O)COc1ccc2c(c1C)O/C(=C\c1ccco1)C2=O	26	9	-9	64	1.2	6	-22	6	-1	-19
COc1ccc(/C=C/C(=O)Oc2cc(O)cc(O)c2)cc1	-1	-30	4	16	0.1	5	-14	4	3	3
Cc1ccc(N(C)S(=O)(=O)c2cccc(C(=O)NC3CC(C)(C)NC(C)(C)C3)c2)cc1	-4	-20	-11	0	1.2	-4	-14	5	-1	-3
C=CCNC(=O)COc1cc(C)cc(C)c1C	-5	-8	-8	-15	2.1	-1	9	-7	-2	-15
COc1cccc(NC(=O)C2C3C=CC(O3)C2C(=O)O)c1 (centres undefined)	-3	-6	-12	3	2.2	1	2	4	3	3
CC(C)(C)C(=O)N1CCN(CCN2C(=O)c3cccc4cccc(c34)C2=O)CC1	-3	-17	7	.	1.1	-1	-26	8	-3	0
O=C(Nc1ccc(C(=O)N2CCCCC2)cc1)Nc1cccc(Cl)c1	-1	30	-13	106*	-0.7	17	-31	9	-1	-3
O=[N+]([O-])c1ccc(N2CCN(S(=O)(=O)c3ccc(Cl)cc3)CC2)cc1NCc1cccnc1	-1	10	10	4	-1.9	1	-2	-2	-5	15
Cc1[nH]c(=O)[nH]c(=O)c1S(=O)(=O)N1CCCC(C(=O)NCc2ccccc2Cl)C1 (centres undefined)	-1	5	8	-11	-0.1	0	-12	5	-2	-6
Cc1c(C(=O)NCc2ccco2)oc2ccc(S(=O)(=O)N3CCC4(CC3)OCCO4)cc12	1	-7	-14	-5	1.4	-4	-16	5	1	-13
CN1C(=O)N(C)C2(CC1(C)C)CC(C)(C)N(C)C(=O)N2C	-2	-1	-11	3	-0.9	.	8	-6	1	-4
CCOc1ncccc1C(=O)OCC(=O)NCc1ccc2c(c1)OCO2	1	-14	8	-12	-0.3	-1	14	1	-4	2
Cc1cc(Cl)c(S(=O)(=O)Nc2cc(S(=O)(=O)N3CCOCC3)ccc2F)cc1OCC(N)=O	0	-12	12	-5	-0.4	0	-2	4	2	-8
Cc1cc(C)n(C(=O)c2ccc(C)c(F)c2F)n1	1	-17	-21	1	2.6	.	9	-3	2	1
O=C(NCCCN1CCCC1)c1ccc2c(c1)N(Cc1cccc(Cl)c1)C(=O)c1ccccc1S2=O (centres undefined)	26	-10	-10	-8	0.3	-2	8	1	1	14
CC(=O)Nc1nonc1-c1nc2ccccc2n1N(C(C)=O)C(C)=O	2	9	2	.	0.6	.	11	-3	0	-8
O=C(Nc1ccccc1)Nc1ccccc1C(=O)NCCCN1CCOCC1	-1	13	-6	-1	0.9	1	6	2	-4	1
CC1CN(C(=O)c2ccc(COc3ccccc3Cl)o2)CC(C)O1 (centres undefined)	1	.	-7	-10	-0.2	-4	-7	2	0	1
Cn1nc(C(=O)NCC(=O)Nc2ccc(F)c(F)c2F)c2ccccc2c1=O	-2	-1	-8	10	-0.2	2	-9	1	0	4
Nc1ccc(C(=O)Nc2nccs2)cc1	-2	19	10	52	1.2	9	-11	4	5	3

Two entries from above in another layout.
compound,NSD2 HMT inh,SR-BI DiI inh,PvdQ acylase,MITF act,CDK5 inh,Wnt bcat act,HTR5A inv ag,HTR5A ag,V-ATPase pHluor,dFosB activator
Cn1nc(C(=O)NCC(=O)Nc2ccc(F)c(F)c2F)c2ccccc2c1=O,-2,-1,-8,10,-0.2,2,-9,1,0,4
Nc1ccc(C(=O)Nc2nccs2)cc1,-2,19,10,52,1.2,9,-11,4,5,3

At a glance, some entries already given:
SMILES	NSD2 HMT inh	SR-BI DiI inh	PvdQ acylase	MITF act	CDK5 inh	Wnt bcat act	HTR5A inv ag	HTR5A ag	V-ATPase pHluor	dFosB activator
CC1CN(C(=O)c2ccc(COc3ccccc3Cl)o2)CC(C)O1 (centres undefined)	1	.	-7	-10	-0.2	-4	-7	2	0	1
Cn1nc(C(=O)NCC(=O)Nc2ccc(F)c(F)c2F)c2ccccc2c1=O	-2	-1	-8	10	-0.2	2	-9	1	0	4
Nc1ccc(C(=O)Nc2nccs2)cc1	-2	19	10	52	1.2	9	-11	4	5	3

A second format for seven compounds above:
SMILES | NSD2 HMT inh | SR-BI DiI inh | PvdQ acylase | MITF act | CDK5 inh | Wnt bcat act | HTR5A inv ag | HTR5A ag | V-ATPase pHluor | dFosB activator
CN(C)Cc1c(O)ccc2oc(Cc3ccccc3)cc12 | 0 | -19 | -10 | 19 | -0.6 | . | 15 | 4 | -2 | 1
COc1ccc(C(CNC(=O)CNC(=O)c2cccc(Cl)c2)N2CCCC2)cc1 (centres undefined) | 1 | -1 | -4 | 14 | 0.8 | 2 | -1 | 1 | -1 | 7
CCc1cc2c(=O)c(-c3nc4ccccc4[nH]3)coc2cc1OC(=O)N1CCOCC1 | 0 | 27 | -10 | 17 | -0.7 | 13 | 1 | 0 | -2 | -18
CCN(CC)C(=O)CSc1n[nH]c(=S)n1N | . | 5 | -13 | 9 | -1.5 | 0 | -14 | 5 | -6 | 4
CC(=O)COc1ccc2c(c1C)O/C(=C\c1ccco1)C2=O | 26 | 9 | -9 | 64 | 1.2 | 6 | -22 | 6 | -1 | -19
COc1ccc(/C=C/C(=O)Oc2cc(O)cc(O)c2)cc1 | -1 | -30 | 4 | 16 | 0.1 | 5 | -14 | 4 | 3 | 3
Cc1ccc(N(C)S(=O)(=O)c2cccc(C(=O)NC3CC(C)(C)NC(C)(C)C3)c2)cc1 | -4 | -20 | -11 | 0 | 1.2 | -4 | -14 | 5 | -1 | -3
